TEAD-YAP inh: TEAD-YAP interaction inhibition; HEK-TIYL cells, TEAD-Gal4/YAP UAS-luciferase luminescence; 1.4% of 640,000 active; AID 1259422; inhibition, % at 9.12 µM; in the data active = inhibition above about 32%;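 also: 0% = median of test compound wells and 100% = reference inhibitor wells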
GPR151 ag: activators of human GPR151; Q8TDV0; PathHunter beta-arrestin GPR151 cells, luminescence; activation, % at 11.2 µM; 1% of 650,000 active; AID 1508602; in the data active = activation above about 4.9%;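 also: 0% = median of compound wells and 100% = cells with positive control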
Target sequence (Q8TDV0 whole entry, looked up): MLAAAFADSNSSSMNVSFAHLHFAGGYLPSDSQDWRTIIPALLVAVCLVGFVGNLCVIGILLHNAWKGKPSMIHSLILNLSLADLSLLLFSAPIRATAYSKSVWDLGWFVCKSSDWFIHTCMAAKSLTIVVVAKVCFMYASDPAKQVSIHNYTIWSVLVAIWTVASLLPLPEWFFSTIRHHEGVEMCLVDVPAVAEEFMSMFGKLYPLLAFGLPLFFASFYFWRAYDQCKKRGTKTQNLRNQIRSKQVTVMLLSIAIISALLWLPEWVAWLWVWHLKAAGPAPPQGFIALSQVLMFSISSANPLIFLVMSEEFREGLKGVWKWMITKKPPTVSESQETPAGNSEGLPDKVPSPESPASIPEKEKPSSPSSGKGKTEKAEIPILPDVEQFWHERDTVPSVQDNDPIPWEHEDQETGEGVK
FBW7 activator: activators of human E3 ligase FBW7. 0.13% of 650,000 active. normalized activity (activation), % at 26.1 µM. AID 1259310. AlphaScreen FBW7–phospho-cyclin E peptide binding, activator screen; in the data active = normalized activity above about 1.9%;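 also: purified mutant Fbw7 with reduced substrate affinity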
Target sequence (Q969H0 whole entry, looked up): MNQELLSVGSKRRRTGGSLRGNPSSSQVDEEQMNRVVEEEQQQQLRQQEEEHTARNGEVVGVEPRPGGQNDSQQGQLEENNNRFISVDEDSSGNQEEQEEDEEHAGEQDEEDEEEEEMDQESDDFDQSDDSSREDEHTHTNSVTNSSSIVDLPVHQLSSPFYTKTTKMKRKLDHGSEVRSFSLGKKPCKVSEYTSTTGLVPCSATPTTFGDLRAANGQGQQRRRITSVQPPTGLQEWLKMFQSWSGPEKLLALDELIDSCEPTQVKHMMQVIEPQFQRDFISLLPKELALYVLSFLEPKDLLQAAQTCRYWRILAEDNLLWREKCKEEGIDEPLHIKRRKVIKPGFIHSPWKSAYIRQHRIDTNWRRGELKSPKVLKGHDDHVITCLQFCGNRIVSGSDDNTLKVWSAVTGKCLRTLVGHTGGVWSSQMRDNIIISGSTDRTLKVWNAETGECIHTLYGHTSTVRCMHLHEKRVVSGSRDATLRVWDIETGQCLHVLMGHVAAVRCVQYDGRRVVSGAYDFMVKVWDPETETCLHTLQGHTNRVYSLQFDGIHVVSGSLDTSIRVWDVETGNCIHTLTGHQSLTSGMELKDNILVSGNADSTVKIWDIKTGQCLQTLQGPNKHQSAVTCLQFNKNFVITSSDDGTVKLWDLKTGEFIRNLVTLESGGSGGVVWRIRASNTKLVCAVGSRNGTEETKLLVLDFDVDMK
MITF inh: blocks human microphthalmia-associated transcription factor | inhibition, % at 2.6 µM | AlphaScreen MITF homodimerization, bead proximity signal | O75030 | AID 1259374 | 0.91% of 650,000 active; in the data active = inhibition above about 50%;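 also: 0% = vehicle wells with protein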
An asterisk follows results filed as active.

For COC(=O)CNC(=O)Cn1cnc2sc3c(c2c1=O)CCCC3 the results were TEAD-YAP inh 3, GPR151 ag -1.2, FBW7 activator 0.2 and MITF inh -4.
For Cc1cnc(Nc2cnccn2)nc1NCc1nc2ccccc2[nH]1 the results were TEAD-YAP inh -4, GPR151 ag 0.5, FBW7 activator -0.1 and MITF inh 3.
For CC(C)NC(=O)C1CCN(Cc2ccccc2Cl)CC1 the results were TEAD-YAP inh 4, GPR151 ag 0.0, FBW7 activator -0.2 and MITF inh 54*.
CN1C(=O)Cc2cc(NC(=O)NC(c3ccccc3)c3ccccc3)ccc21 was read as TEAD-YAP inh 17, GPR151 ag 1.4, FBW7 activator -0.1 and MITF inh -8.
For c1ccc(-c2nc(NCc3nc4ccccc4[nH]3)c3ncn(-c4ccccc4)c3n2)cc1 the results were TEAD-YAP inh 21, GPR151 ag 0.4, FBW7 activator -0.1 and MITF inh 15.
`CC1CN(C(=O)CSc2nc(N)c(NC(=O)c3ccco3)c(=O)[nH]2)CC(C)O1` (centres undefined) gave TEAD-YAP inh 0, GPR151 ag 0.1, FBW7 activator 0.7 and MITF inh 15.
For Cc1cccc(S(=O)(=O)NNC(=O)c2cc3c(s2)CCC(C)C3)c1 (centres undefined) the results were TEAD-YAP inh 8, GPR151 ag 2.0, FBW7 activator -0.2 and MITF inh 7.
For COc1ccc(S(=O)(=O)N(CC(=O)N2CCC(C)CC2)c2ccccc2OC)cc1 the results were TEAD-YAP inh 4, GPR151 ag 0.8, FBW7 activator -0.1 and MITF inh 4.
Screening COc1ccc(N=c2scc(-c3ccc(Cl)cc3)n2N2CCOCC2)cc1 returned TEAD-YAP inh 6, GPR151 ag 0.5, FBW7 activator 0.1 and MITF inh 9.
For Cc1ccnc(NC(c2cccnc2)c2ccc3ccc(C)nc3c2O)c1 (centres undefined) the results were TEAD-YAP inh 15, GPR151 ag 2.5, FBW7 activator -0.2 and MITF inh -5.
`Cc1cn2c(=O)c(C(=O)N(C)Cc3ccccc3)cnc2s1` gave TEAD-YAP inh 7, GPR151 ag -1.2, FBW7 activator -0.3 and MITF inh 10.
`CC1CCc2c(sc3ncn(C)c(=O)c23)C1` (centres undefined) gave TEAD-YAP inh -15, GPR151 ag -0.5, FBW7 activator 0.1 and MITF inh 8.
`CCOc1cccc(C(=O)NC23CC4CC(CC(C4)C2)C3)c1` gave TEAD-YAP inh -42, GPR151 ag 0.7, FBW7 activator 0.0 and MITF inh -22.
O=c1ccc2cc(S(=O)(=O)N3CCCCCC3)ccc2[nH]1 was read as TEAD-YAP inh 4, GPR151 ag 1.3, FBW7 activator -0.1 and MITF inh 2.
COc1ccccc1NC(=O)CSc1nc2ccccc2c(=O)n1CC1CCC(C(=O)NCc2ccco2)CC1 (centres undefined) was read as TEAD-YAP inh 0, GPR151 ag -1.8, FBW7 activator 0.2 and MITF inh 8.
For COc1cccc(OC)c1C(=O)OCC(=O)N(c1ccccc1)C(C)C the results were TEAD-YAP inh 8, GPR151 ag -0.6, FBW7 activator -0.1 and MITF inh -3.
Screening CC(C)Oc1ccccc1NC(=O)CCc1ccccc1 returned TEAD-YAP inh -1, GPR151 ag -0.5, FBW7 activator 0.1 and MITF inh -7.
CCCCCCNC(=O)c1ccc2nc(-c3ccc(OC)cc3)c(-c3ccc(OC)cc3)nc2c1 was read as TEAD-YAP inh -4, GPR151 ag -0.2, FBW7 activator 0.1 and MITF inh -7.
Screening O=C(NS(=O)(=O)c1ccc(Cl)cc1)c1ccc(Cl)cc1 returned TEAD-YAP inh -8, GPR151 ag 0.3, FBW7 activator -0.1 and MITF inh -2.
For CN1CCN(C(=O)c2ccc(-c3[nH]nc4nc(-c5cccs5)ccc34)cc2)CC1 the results were TEAD-YAP inh -5, GPR151 ag -0.9, FBW7 activator 0.1 and MITF inh -14.
Screening CCC(C)(C)NC(=O)C(c1ccc(C)o1)N(Cc1ccc(F)cc1)C(=O)c1csnn1 (centres undefined) returned TEAD-YAP inh -2, GPR151 ag -0.5, FBW7 activator 0.5 and MITF inh -6.
For CCOc1ccccc1CN1CCN(Cc2c[nH]c3ccccc23)CC1CCO (centres undefined) the results were TEAD-YAP inh 2, GPR151 ag -0.1, FBW7 activator 0.7 and MITF inh -1.
O=C(COC(=O)c1nn(CCO)c(=O)c2ccccc12)NCc1ccc2c(c1)OCO2 was read as TEAD-YAP inh -10, GPR151 ag -2.2, FBW7 activator -0.2 and MITF inh -2.
Screening Cc1ccccc1OCCOc1ccc(/C=C2/C(=N)N3N=C(CC(C)C)SC3=NC2=O)cc1 returned TEAD-YAP inh -17, GPR151 ag -1.3, FBW7 activator -0.1 and MITF inh -7.
Screening O=C(CCc1c[nH]c2ccccc12)OCC(=O)c1ccc2c(c1)OCCO2 returned TEAD-YAP inh 8, GPR151 ag -0.8, FBW7 activator -0.3 and MITF inh -13.
Screening CSc1nnc(C)c(=O)n1COC(=O)c1ccc([N+](=O)[O-])cc1 returned TEAD-YAP inh -5, GPR151 ag 0.0, FBW7 activator 0.1 and MITF inh -3.
For Nc1c(C(=O)Nc2ccccc2)nnn1-c1ccc(OC(F)(F)F)cc1 the results were TEAD-YAP inh -65, GPR151 ag -1.5, FBW7 activator 0.1 and MITF inh 12.
`CCC(C)c1ccccc1OCCOc1ccc(/C=C2/C(=N)N3N=C(C)SC3=NC2=O)cc1` (centres undefined) gave TEAD-YAP inh -14, GPR151 ag 3.2, FBW7 activator 0.1 and MITF inh 1.
Screening O=C(CN(c1cccc(Cl)c1Cl)S(=O)(=O)c1ccccc1)NC1CC1 returned TEAD-YAP inh -3, GPR151 ag -0.7, FBW7 activator 0.0 and MITF inh -2.
For COc1ccc(C(=O)OCc2nnc(-c3ccccc3)o2)cc1OC the results were TEAD-YAP inh -4, GPR151 ag -0.9, FBW7 activator 0.2 and MITF inh -16.
Screening CCN(CC)C(=O)c1c(NC(=O)c2ccccc2Cl)sc2c1CCC2 returned TEAD-YAP inh -9, GPR151 ag -0.1, FBW7 activator 0.0 and MITF inh -12.
`CC1=C(C(=O)OC2CCCCC2)C(c2ccc(C(C)C)cc2)C2=C(CCCC2=O)N1` (centres undefined) gave TEAD-YAP inh 8, GPR151 ag -1.1, FBW7 activator 0.3 and MITF inh -8.
`Cc1cccc(Cc2nnc(CCC(=O)N(C)Cc3ccc4nonc4c3)o2)c1` gave TEAD-YAP inh -1, GPR151 ag -1.2, FBW7 activator -0.1 and MITF inh -7.
CCOC1=NN(c2ccc([N+](=O)[O-])cc2)C(=O)/C1=C\c1ccc(OCC)cc1 was read as TEAD-YAP inh 6, GPR151 ag 0.9, FBW7 activator -0.1 and MITF inh -3.
For CCNc1nc(Cl)nc(Oc2ccc(=O)n(-c3ccccc3)n2)n1 the results were TEAD-YAP inh 12, GPR151 ag 0.0, FBW7 activator 0.4 and MITF inh 21.
For CC1(C)CC(=O)C(C(C2=C(O)CC(C)(C)CC2=O)c2ccc([N+](=O)[O-])o2)=C(O)C1 the results were TEAD-YAP inh 0, GPR151 ag -1.9, FBW7 activator 0.4 and MITF inh 10.
For COC(=O)[C@@]1(C)CCC[C@]2(C)c3ccc(O)c(C(C)C)c3CCC12 (some centres undefined) the results were TEAD-YAP inh -9, GPR151 ag 0.7, FBW7 activator 0.1 and MITF inh 15.
For C/C(=N/NC(=O)C(O)(c1ccccc1)c1ccccc1)c1cccc([N+](=O)[O-])c1 the results were TEAD-YAP inh -3, GPR151 ag -0.2, FBW7 activator -0.1 and MITF inh 10.
O=C(Cc1ccccc1)Nc1nc(-c2ccc3c(c2)OCCO3)cs1 was read as TEAD-YAP inh -38, GPR151 ag 0.0, FBW7 activator -0.1 and MITF inh -9.
Cc1nc(CCNC(=O)c2cccs2)cs1 was read as TEAD-YAP inh 0, GPR151 ag 0.4, FBW7 activator 0.0 and MITF inh 8.
`C=CCOc1ccc(/C=C2/NC(=O)N(Cc3ccccc3F)C2=O)cc1` gave TEAD-YAP inh -5, GPR151 ag -0.3, FBW7 activator 0.1 and MITF inh 29.
Screening COc1ccc(OCCCC(=O)NC2CCCC2)cc1 returned TEAD-YAP inh 8, GPR151 ag -0.4, FBW7 activator 0.0 and MITF inh 0.
For COc1ccc(OC)c(C(=O)c2ccc(C(N)=O)cc2)c1 the results were TEAD-YAP inh 9, GPR151 ag 1.8, FBW7 activator 0.1 and MITF inh -4.
Screening O=C(CSc1nnc(-c2cccnc2)s1)Nc1ccc([N+](=O)[O-])cc1 returned TEAD-YAP inh 5, GPR151 ag 0.3, FBW7 activator 0.1 and MITF inh -2.
Cc1ncc(CN2CCC(N3CCC(C(=O)N4CCCC4)CC3)CC2)s1 was read as TEAD-YAP inh 4, GPR151 ag 0.4, FBW7 activator 0.2 and MITF inh 2.
For N#CC1=C2SCCCN2C(=O)C(C#N)C12CCCCC2 (centres undefined) the results were TEAD-YAP inh -5, GPR151 ag 0.7, FBW7 activator -0.3 and MITF inh -1.
For COc1cc(OC)c([N+](=O)[O-])cc1/C=C(/C#N)C(=O)Nc1ccc(F)cc1 the results were TEAD-YAP inh -5, GPR151 ag 0.9, FBW7 activator 0.6 and MITF inh 11.
`O=C(O)c1ccc(N2C(=O)C3C4C=CC(C5CC45)C3C2=O)cc1` (centres undefined) gave TEAD-YAP inh -1, GPR151 ag -0.2, FBW7 activator 0.6 and MITF inh 47.
For CC(=O)Nc1ccc(Nc2nc(-c3c(C)noc3C)nc3c2ncn3Cc2ccc(C(F)(F)F)cc2)cc1 the results were TEAD-YAP inh 5, GPR151 ag 0.6, FBW7 activator 0.1 and MITF inh 10.
O=C1NC(=O)/C(=C\c2cc(Br)cc(Cl)c2O)S1 was read as TEAD-YAP inh 7, GPR151 ag 0.6, FBW7 activator -0.1 and MITF inh 7.
For O=C(OC1CCOC1=O)c1ccc(CO)cc1 (centres undefined) the results were TEAD-YAP inh 6, GPR151 ag 0.0, FBW7 activator 0.0 and MITF inh -2.
COCCN1C(=O)c2ccccc2C(C(=O)Nc2ccc(F)cc2Cl)C1c1ccc(F)cc1 (centres undefined) was read as TEAD-YAP inh -3, GPR151 ag 0.8, FBW7 activator 0.2 and MITF inh -3.
For O=C(Nc1ccccc1Br)c1ccc(Cl)cc1 the results were TEAD-YAP inh -46, GPR151 ag -0.1, FBW7 activator 0.1 and MITF inh -3.
For COC(=O)c1ccc(C(=O)OC)c(NC(=O)C(C(C)C)N2C(=O)c3ccccc3C2=O)c1 (centres undefined) the results were TEAD-YAP inh -5, GPR151 ag 0.7, FBW7 activator -0.2 and MITF inh -7.
Screening COc1ccc(-c2cc(-c3ccccc3)nc(SCc3ccccc3Cl)c2C#N)cc1 returned TEAD-YAP inh -5, GPR151 ag 1.0, FBW7 activator 0.2 and MITF inh -4.
`CCOC(=O)C1(Cc2cccc(OC)c2)CCN(Cc2cc(C)[nH]n2)CC1` gave TEAD-YAP inh 2, GPR151 ag -1.5, FBW7 activator 0.3 and MITF inh 18.
For Cc1ccc(Cn2ncc3ccccc32)cc1 the results were TEAD-YAP inh -8, GPR151 ag 1.9, FBW7 activator 0.0 and MITF inh 0.
Screening CC(C)C(C(=O)O)N1C(=O)C2C3C=CC(C2C1=O)C1C(=O)N(C(C(=O)O)C(C)C)C(=O)C31 (centres undefined) returned TEAD-YAP inh 0, GPR151 ag 0.4, FBW7 activator 0.0 and MITF inh 19.
For O=C(COC(=O)C1CCC1)NC12CC3CC(CC(C3)C1)C2 the results were TEAD-YAP inh -7, GPR151 ag -0.3, FBW7 activator -0.1 and MITF inh 2.
Screening Cc1nc2sc(C(=O)c3ccc(Cl)cc3)c(N)c2c2c1CCCC2 returned TEAD-YAP inh -2, GPR151 ag -0.1, FBW7 activator -0.1 and MITF inh -12.
O=C1CS/C(=N/N=C/c2ccc(I)o2)N1 was read as TEAD-YAP inh -24, GPR151 ag -1.0, FBW7 activator -0.2 and MITF inh 6.
Screening CC(=O)Nc1ccc(NC(=O)Cc2coc3ccc(C)cc23)cc1 returned TEAD-YAP inh -4, GPR151 ag -1.9, FBW7 activator 0.0 and MITF inh 2.

Part of the list above in order of number of heavy atoms, highest first:
For CC(=O)Nc1ccc(Nc2nc(-c3c(C)noc3C)nc3c2ncn3Cc2ccc(C(F)(F)F)cc2)cc1 the results were TEAD-YAP inh 5, GPR151 ag 0.6, FBW7 activator 0.1 and MITF inh 10.
COCCN1C(=O)c2ccccc2C(C(=O)Nc2ccc(F)cc2Cl)C1c1ccc(F)cc1 (centres undefined) was read as TEAD-YAP inh -3, GPR151 ag 0.8, FBW7 activator 0.2 and MITF inh -3.
For COC(=O)c1ccc(C(=O)OC)c(NC(=O)C(C(C)C)N2C(=O)c3ccccc3C2=O)c1 (centres undefined) the results were TEAD-YAP inh -5, GPR151 ag 0.7, FBW7 activator -0.2 and MITF inh -7.
Screening COc1ccc(-c2cc(-c3ccccc3)nc(SCc3ccccc3Cl)c2C#N)cc1 returned TEAD-YAP inh -5, GPR151 ag 1.0, FBW7 activator 0.2 and MITF inh -4.
`CCOC(=O)C1(Cc2cccc(OC)c2)CCN(Cc2cc(C)[nH]n2)CC1` gave TEAD-YAP inh 2, GPR151 ag -1.5, FBW7 activator 0.3 and MITF inh 18.
Screening CC(=O)Nc1ccc(NC(=O)Cc2coc3ccc(C)cc23)cc1 returned TEAD-YAP inh -4, GPR151 ag -1.9, FBW7 activator 0.0 and MITF inh 2.
For O=C(COC(=O)C1CCC1)NC12CC3CC(CC(C3)C1)C2 the results were TEAD-YAP inh -7, GPR151 ag -0.3, FBW7 activator -0.1 and MITF inh 2.
O=C1NC(=O)/C(=C\c2cc(Br)cc(Cl)c2O)S1 was read as TEAD-YAP inh 7, GPR151 ag 0.6, FBW7 activator -0.1 and MITF inh 7.
O=C1CS/C(=N/N=C/c2ccc(I)o2)N1 was read as TEAD-YAP inh -24, GPR151 ag -1.0, FBW7 activator -0.2 and MITF inh 6.
